HCV inhibitor: blocks hepatitis C virus; Huh7.5.1 HCVcc-Cre infection, luciferase reporter, 44 h; Potency, µM (doses to about 41.8 µM), inactives show at the top dose activity change, negative = inhibition, usual class: inhibitors; 3.4% of 340,000 active; AID 651820; also: potency is read from the fitted curve at half-maximal effect; % is scaled to controls: 0 for no effect and ±100 for the full control effect
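A cell-based infection assay in which seeded cells (1,000 per well) receive test compound after 4 h, are inoculated with HCVcc-Cre at approximately 0.5 moi, and are incubated 44 h before luminescence detection.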
Shiga inhibitor: inhibitors of Shiga toxin in Vero cells; Vero cells, Shiga toxin protein synthesis inhibition reporter; 9.2% of 290,000 active; AID 2315; inhibition, % at 38.7 µM; in the data active = inhibition mostly above about 28%, no sharp cut-off; inactive = mostly below about 43%; also: 0% is about no effect
Cycloheximide cs: affects cycloheximide protein synthesis inhibition readout, counter-screen; 12% of 300,000 active; max response, %; cell reporter, cycloheximide protein synthesis inhibition counterscreen; in the data active = max response mostly above about 13%, no sharp cut-off; inactive = mostly below about 14%; also: read at 38.3 µM for the half of the compounds with a filed dose; 0% is about no effect
Tb PYK inh: T. brucei pyruvate kinase inhibition; Potency, µM (titrated, usually from 76.8 µM), without a hit: at the highest dose activity, negative = inhibition, actives largely listed as inhibitors; TbPYK enzyme, Kinase-Glo Plus ATP luminescence, 45 min; 0.12% of 410,000 active; Q57TT1; also: potency is read from the fitted curve at half-maximal effect; % is scaled to controls: 0 for no effect and ±100 for the full control effect; nearly all actives have a fitted effect of over 50% in size
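TbPYK + substrate in 50 mM TEA pH 7.2, 100 mM KCl, 10 mM MgCl2, 0.05% BSA, 0.01% Tween-20; cpd pinned; ADP 130 uM final; 45 min RT; Kinase-Glo Plus 10 min; luminescence endpoint.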
The depositor's hits bear a star; ? = inconclusive; / = no result given; [ ] = dose if it differs, or a comment. Unless noted, calls follow the shape of the dose curve; as a rule, active = well fitted curve in the direction sought with a large enough effect; inconclusive = small, poorly fitted or top-dose-only effect, or another doubt; inactive = no such curve, though single readings can be large; an effect the other way counts as inactive or inconclusive.

Letters: A = HCV inhibitor; B = Shiga inhibitor; C = Cycloheximide cs; D = Tb PYK inh
> CCCN1CCCC(c2cccc(S(C)(=O)=O)c2)C1 (centres undefined)
  A: /	B: 30	C: -5	D: /

> NC(CC(=O)Nc1ccc(Oc2cc(F)c(F)cc2Br)cc1)C(=O)O (centres undefined)
  A: /	B: -4	C: -4	D: /

> CC1(C)[C@H](O[C@H]2O[C@H](C(=O)O)[C@@H](O)[C@H](O)[C@H]2O[C@@H]2O[C@H](C(=O)O)[C@@H](O)[C@H](O)[C@H]2O)CC[C@@]2(C)[C@H]1CC[C@]1(C)[C@H]2C(=O)C=C2[C@H]3C[C@@](C)(C(=O)O)CC[C@]3(C)CC[C@]21C
  A: /	B: /	C: /	D: -3%

> COc1cc2ncn(-c3cc(OCc4ccccc4C(F)(F)F)c(C(N)=O)s3)c2cc1OC
  A: /	B: /	C: /	D: 0%

> COCCn1c(SCC(=O)Nc2ccc(F)c(Cl)c2)nc2c(oc3ccccc32)c1=O
  A: /	B: /	C: /	D: -9%

> O=C(CSc1nc2ccccc2n1Cc1cccc(Cl)c1)N1CCN(c2ccc(F)cc2)CC1
  A: /	B: /	C: /	D: 3%

> CO/N=C(/C(=O)N[C@@H]1C(=O)N2C(C(=O)[O-])=C(C[n+]3ccn4ncccc43)CS[C@H]12)c1nsc(N)n1
  A: /	B: /	C: /	D: -6%

> c1cnc2cc3c(cc2n1)C1CNCC3C1
  A: /	B: /	C: /	D: 0%[157 µM]

> COc1ccc(-c2cn3cccnc3n2)cc1NC(=O)c1cc(C)cc(C)c1
  A: /	B: /	C: /	D: 3%

> COc1ccc(Cn2c(SCc3ccc(C(=O)NC4CCCC4)cc3)nc3ccncc32)cc1
  A: /	B: /	C: /	D: 10%

> CCCCn1cnc2cc(NCc3ccccc3Cl)ccc21
  A: /	B: /	C: /	D: 0%

> N[C@H]1CN(c2c(F)cc3c(=O)c(C(=O)O)cn(C4C[C@@H]4F)c3c2Cl)CC12CC2 (some centres undefined)
  A: /	B: /	C: /	D: -4%

> CC(C(=O)O)c1ccc2c(c1)CC(=O)c1ccccc1S2 (centres undefined)
  A: /	B: /	C: /	D: -1%

> CC(O)CNC(=O)C(=O)Nc1c2c(nn1-c1ccc(Cl)cc1)CSC2 (centres undefined)
  A: /	B: /	C: /	D: -3%

> CCNC(=O)NCCCOc1cccc(CN2CCCCC2)c1
  A: /	B: /	C: /	D: -4%

> COc1ccc(CC(=O)Nc2c(C(=O)N3CCN(c4ccccc4F)CC3)oc3ccccc23)cc1OC
  A: /	B: /	C: /	D: -1%

> Cc1nc2c(-c3ccccc3)c(C)[nH]n2c(=O)c1Cc1ccc(Br)cc1
  A: /	B: /	C: /	D: 1%

> O=C(Cn1c(=O)n(Cc2ccco2)c(=O)c2oc3ccccc3c21)Nc1ccccc1
  A: /	B: /	C: /	D: -3%

> COc1ccccc1OCC1CNC(=O)O1 (centres undefined)
  A: /	B: /	C: /	D: -2%

> Cn1cc(S(C)=O)c(=O)c2ccc(F)cc21 (centres undefined)
  A: /	B: /	C: /	D: -7%

> Cc1cccc(N2CCN(C(=O)CCC(=O)NNc3nc4ccccc4c4nc(C)nn34)CC2C)c1 (centres undefined)
  A: /	B: /	C: /	D: 1%

> O=C(CCCCCn1c(=O)c2sccc2n(CC(=O)Nc2cccc(Cl)c2)c1=O)NCc1ccc2c(c1)OCO2
  A: /	B: /	C: /	D: -4%

> CCOc1cc2ncc(C#N)c(Nc3ccc(OCc4ccccn4)c(Cl)c3)c2cc1NC(=O)/C=C/CN(C)C
  A: /	B: /	C: /	D: -2%

> C(=C1NCCN1)c1cccc2ccccc12
  A: /	B: /	C: /	D: 5%

> CCOC(=O)[C@H](CCc1ccccc1)N[C@@H](C)C(=O)N1Cc2ccccc2C[C@H]1C(=O)O
  A: -19%	B: /	C: /	D: -2%

> COc1ccccc1N1CCN(CCCN=C2CC(=O)N(C)C(=O)N2C)CC1
  A: -18%	B: /	C: /	D: 1%

> Cc1c(C(=O)O)c(O)cc2c1C(=O)c1c(O)c([C@@H]3O[C@H](CO)[C@@H](O)[C@H](O)[C@H]3O)c(O)c(O)c1C2=O
  A: 43%[activator]	B: /	C: /	D: -29%

> COc1cc(-c2oc3cc(O)cc(O)c3c(=O)c2O[C@@H]2O[C@H](COC3O[C@@H](C)[C@H](O)[C@@H](O)[C@H]3O)[C@@H](O)[C@H](O)[C@H]2O)ccc1O (some centres undefined)
  A: ?	B: /	C: /	D: -5%

> CC12CCC(=O)C=C1CCC1C2CCC2(C)C1CCC2(O)C(=O)CO (centres undefined)
  A: -13%	B: /	C: /	D: -1%

> Oc1ccc2c(c1)OCC1(O)Cc3cc(O)c(O)cc3C21 (centres undefined)
  A: 25µM*	B: /	C: /	D: 11µM*

Sorted by length of the SMILES (smallest number first): eleven of the compounds above.
Letters: A = HCV inhibitor; B = Shiga inhibitor; C = Cycloheximide cs; D = Tb PYK inh
> COc1ccccc1OCC1CNC(=O)O1 (centres undefined)
  A: /	B: /	C: /	D: -2%

> CCCN1CCCC(c2cccc(S(C)(=O)=O)c2)C1 (centres undefined)
  A: /	B: 30	C: -5	D: /

> CC(C(=O)O)c1ccc2c(c1)CC(=O)c1ccccc1S2 (centres undefined)
  A: /	B: /	C: /	D: -1%

> NC(CC(=O)Nc1ccc(Oc2cc(F)c(F)cc2Br)cc1)C(=O)O (centres undefined)
  A: /	B: -4	C: -4	D: /

> Cc1nc2c(-c3ccccc3)c(C)[nH]n2c(=O)c1Cc1ccc(Br)cc1
  A: /	B: /	C: /	D: 1%

> Cc1cccc(N2CCN(C(=O)CCC(=O)NNc3nc4ccccc4c4nc(C)nn34)CC2C)c1 (centres undefined)
  A: /	B: /	C: /	D: 1%

> N[C@H]1CN(c2c(F)cc3c(=O)c(C(=O)O)cn(C4C[C@@H]4F)c3c2Cl)CC12CC2 (some centres undefined)
  A: /	B: /	C: /	D: -4%

> CCOc1cc2ncc(C#N)c(Nc3ccc(OCc4ccccn4)c(Cl)c3)c2cc1NC(=O)/C=C/CN(C)C
  A: /	B: /	C: /	D: -2%

> O=C(CCCCCn1c(=O)c2sccc2n(CC(=O)Nc2cccc(Cl)c2)c1=O)NCc1ccc2c(c1)OCO2
  A: /	B: /	C: /	D: -4%

> Cc1c(C(=O)O)c(O)cc2c1C(=O)c1c(O)c([C@@H]3O[C@H](CO)[C@@H](O)[C@H](O)[C@H]3O)c(O)c(O)c1C2=O
  A: 43%[activator]	B: /	C: /	D: -29%

> CC1(C)[C@H](O[C@H]2O[C@H](C(=O)O)[C@@H](O)[C@H](O)[C@H]2O[C@@H]2O[C@H](C(=O)O)[C@@H](O)[C@H](O)[C@H]2O)CC[C@@]2(C)[C@H]1CC[C@]1(C)[C@H]2C(=O)C=C2[C@H]3C[C@@](C)(C(=O)O)CC[C@]3(C)CC[C@]21C
  A: /	B: /	C: /	D: -3%

Source: PubChem

Only part of the results is shown; rates above refer to the full screens.
